# OXTR potentiator: human OXTR potentiators, primary screen, fluorescence, CHO-OTR cells, Fluo-8 calcium | Fluo-8 calcium fluorescence, potentiator mode; 0% = oxytocin EC15, 100% = EC100 | activation, % at 3 µM | 320,000 tested, 0.061% active;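 active = activation above that plate's cutoff, the mean activation of tested compounds plus 3 SD, cut at about 6.6% in these data, passing the limit was not always enough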;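 note: 100% uses oxytocin at 75 nM as the full agonist control; some results filed as inactive read as strong as hits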
# Target sequence (P30559 whole entry, looked up): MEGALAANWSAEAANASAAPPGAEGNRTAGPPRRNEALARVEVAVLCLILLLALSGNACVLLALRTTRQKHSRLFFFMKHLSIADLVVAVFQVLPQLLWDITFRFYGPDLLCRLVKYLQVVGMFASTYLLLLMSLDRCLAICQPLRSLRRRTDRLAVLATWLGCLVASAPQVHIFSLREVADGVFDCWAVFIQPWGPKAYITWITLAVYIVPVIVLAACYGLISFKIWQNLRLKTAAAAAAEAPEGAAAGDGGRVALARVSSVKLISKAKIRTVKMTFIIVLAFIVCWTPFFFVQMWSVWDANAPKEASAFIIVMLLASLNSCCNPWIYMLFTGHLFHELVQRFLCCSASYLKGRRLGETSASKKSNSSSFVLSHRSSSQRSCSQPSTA
#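 Dosing: Single dose, 3.0 µM nominal final compound concentration | Material: Human OTR in CHO cells | Technique: Kinetic Fluo-8 calcium fluorescence | Benchmarks: EC15 oxytocin alone as 0%, 75 nM oxytocin as 100% | Probe or stimulus: Oxytocin at about EC15, sub-maximal agonist stimulus | Incubation: Compound 6 min at room temperature before oxytocin, 100 s read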
# V1R ag counter: agonists of human V1a receptor, primary screen, counter-screen for OXTR agonist project, fluorescence, CHO-V1R cells; 320,000 tested, 0.25% active; activation, % at 3 µM; Fluo-8 calcium fluorescence, agonist mode; 0% DMSO, 100% 3 nM vasopressin; Vasopressin V1a receptor (Homo sapiens), P37288;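 active = activation above the mean activation of all tested compounds plus 3 SD, per screening run, cut at about 20% in these data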;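 note: signal is peak over basal fluorescence ratio across a 100 second FLIPR read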
# MEKK2 WT-MEK5: modulators of MEK5 binding to wildtype MEKK2, primary screen, biochemical, multiplex bead flow cytometry, Alexa488-MEK5; AID 1531, 2009; 290,000 tested, 1.1% active; Alexa488-MEK5 binding to MEKK2 WT; actives lie on both sides; Mitogen-activated protein kinase kinase kinase 2 (Homo sapiens), Q9Y2U5; binding response (% of control), % at 10 µM; in the data active = binding response below about 67% or above about 130%
# OXTR ag: human OXTR agonists, primary screen, fluorescence, CHO-OTR cells, Fluo-8 calcium; AID 2435, 2010; 320,000 tested, 0.32% active; Fluo-8 calcium fluorescence; normalized: DMSO 0%, oxytocin 100%; activation, % at 3 µM; Oxytocin receptor (Homo sapiens), P30559;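 active = activation above the mean of all tested compounds plus 3 SD, cutoff set per screening run, cut at about 20% in these data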;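 note: peak over basal fluorescence ratio from a 100 s FLIPR kinetic read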
# PfM18AAP inh: PfM18AAP inhibitors, malaria aminopeptidase, primary screen, biochemical, QFRET, recombinant enzyme; H-Glu-NHMec fluorogenic cleavage; M18 aspartyl aminopeptidase (Plasmodium falciparum 3D7); inhibition, % at 7.35 µM; 290,000 tested, 1.2% active;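 active = inhibition above the campaign mean inhibition over all tested compounds plus 3 SD, cut at about 28% in these data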;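 note: 0% = plate median of test compound wells and 100% = 2 mM ZnCl2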
# GalR3 antagonist: GalR3 antagonists in HEK293 cells, primary screen, cell-based, fluorescence readout; HEK293 GalR3-CNG cAMP membrane potential fluorescence; galR3 body fused to GalR1 C-terminus; inhibition, % at 3 µM; 360,000 tested, 0.44% active; AID 651719, 2012;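 active = inhibition above the screen-wide average plus 3 SD, cut at about 13% in these data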;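 note: forskolin and galanin both at EC90 stimulate the cells; cAMP rise reported by CNG channel membrane potential dye signal; 0% = forskolin plus galanin with DMSO and 100% = forskolin alone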
# Target sequence (O60755 1-299 limits assumed): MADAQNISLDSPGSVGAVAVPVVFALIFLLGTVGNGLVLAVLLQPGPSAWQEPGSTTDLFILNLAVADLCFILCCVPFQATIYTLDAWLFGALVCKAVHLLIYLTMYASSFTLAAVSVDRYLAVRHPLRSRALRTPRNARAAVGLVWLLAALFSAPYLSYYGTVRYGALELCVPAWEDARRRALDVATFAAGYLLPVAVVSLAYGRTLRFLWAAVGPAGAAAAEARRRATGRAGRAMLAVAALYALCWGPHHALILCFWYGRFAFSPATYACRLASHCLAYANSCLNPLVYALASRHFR
# GPR7 antag: GPR7 receptor antagonists, primary screen, cell-based, fluorescence, single concentration. Neuropeptides B/W receptor type 1 (Homo sapiens), P48145. GPR7-expressing cells, fluorescence antagonist assay. inhibition, % at 4.4 µM. 290,000 tested, 1.1% active. AID 1861, 2009; in the data active = inhibition above about 16%, passing the limit was not always enough;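 note: cells stimulated with the agonist NPW; 0% = agonist with vehicle and 100% = vehicle without agonist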
# Target sequence (P48145 whole entry, looked up): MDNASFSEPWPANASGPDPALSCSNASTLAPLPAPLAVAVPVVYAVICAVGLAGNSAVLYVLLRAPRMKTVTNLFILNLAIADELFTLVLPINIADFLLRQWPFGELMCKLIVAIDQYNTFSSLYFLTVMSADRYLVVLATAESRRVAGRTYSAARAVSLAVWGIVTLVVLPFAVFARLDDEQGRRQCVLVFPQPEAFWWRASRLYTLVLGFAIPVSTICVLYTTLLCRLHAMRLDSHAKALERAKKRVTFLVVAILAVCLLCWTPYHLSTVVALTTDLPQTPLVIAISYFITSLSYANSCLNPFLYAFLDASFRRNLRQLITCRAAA
# NALP1 inh: NALP1 inflammasome inhibitors in reconstituted yeast, colorimetric, S. cerevisiae, triplicate retest; S. cerevisiae NALP1/ASC/caspase-1 growth, X-gal OD620, 72 h; inhibition, % at 10 µM; 280,000 tested, 0.61% active; in the data active = inhibition mostly above about 24%, no sharp cut-off; inactive = mostly below about 32%; note: some compounds called inactive have numbers as strong as hits
# MEKK2mut PB1 HTS: MEK5 binding signal on mutant MEKK2 PB1, primary screen, biochemical, multiplex bead flow cytometry, Alexa488-MEK5. AID 1530, 2009. percent response, % at 10 µM. 290,000 tested, 0.35% active. Alexa488-MEK5 binding to MEKK2 mutant; in the data active = percent response above about 24%, passing the limit was not always enough; note: inactives centre near 1; some results filed as inactive read as strong as hits
# Active calls of the source: *; nt = not tested or not shown; [ ] = another dose, or the depositor's remark.
structure	V1R ag counter	GalR3 antagonist	MEKK2 WT-MEK5	NALP1 inh	OXTR ag	MEKK2mut PB1 HTS	OXTR potentiator	GPR7 antag	PfM18AAP inh
CC(=O)C1C(c2ccc(Br)cc2)c2c(noc2C)CC1(C)O (stereo not drawn)	0.9	-4	101	-3	-1.2	7	-3	-19	-1
O=c1[nH]cc(NCCNc2ncc(C(F)(F)F)cc2Cl)c(=O)[nH]1	2.1	-1	106	11	-0.6	-1	4	-25	-1
COc1ccccc1NC(=O)c1nnn(Cc2ccccc2)c1NC(=O)C(F)(F)F	1.6	-2	119	0	-0.6	7	-6	25	8
Cc1cc(C)c(S(=O)(=O)NCc2cccnc2)c(C)c1	1.0	-10	105	6	1.3	8	-3	3	13
CC(c1ccccc1)N1CC(C(=O)NC2CCCC2)CC1=O (stereo not drawn)	-0.2	2	100	14	-0.6	1	-2	4	-3
O=C(COc1ccccc1Cc1ccccc1)NCCCN1CCOCC1	1.8	2	103	nt	0.9	0	-14	-9	1
O=C(CSc1nnc(NC(=O)C2CCC2)s1)Nc1ccccc1F	2.3	-8	92	5	0.7	-4	-7	-2	-1
Cc1cc(C)c(C#N)c(SCC(=O)c2cc(C)n(CCc3ccccc3)c2C)n1	1.2	-9	108	16	0.6	6	-1	-8	10
C[n+]1c(-c2ccccc2)sc([S-])c1-c1ccccc1	3.6	-7	nt	nt	-2.2	nt	-5	nt	nt
Cc1cnc(C(=O)OCC(=O)NC(C)C)cn1	0.8	-2	96	2	0.1	-7	-3	0	-2
CCc1cccc(C)c1NC(=O)c1ccc2nc(N3CCOCC3)sc2c1	0.0	0	102	21	0.1	1	-5	15	0
Cc1ccc(Nc2nnc(SCC(=O)Nc3cc(C(=O)O)ccc3C)s2)c(C)c1	0.0	0	94	-8	-0.6	-1	-7	-8	9
Cc1cc(C)cc(N(CC(=O)NC2CCCC2)C(=O)CCC(=O)Nc2cc(C)on2)c1	-1.2	-9	96	6	0.8	6	-13	-7	-3
COC(=O)c1ccc2c(c1)sc(=NC(=O)CCS(=O)(=O)c1ccccc1)n2C	2.4	-2	nt	nt	1.2	nt	-1	nt	nt
O=c1c2ccccc2nc(-c2cccs2)n1-c1ccc2ccccc2c1	0.0	-3	88	18	0.7	-5	0	-10	-3
Cc1cccc(C2c3[nH]c4ccccc4c3CCN2C(=O)c2cc(CC(C)C)[nH]c(=O)n2)n1 (stereo not drawn)	-0.2	-6	95	7	-0.5	-10	-4	-2	4
Cc1cc(C)nc(SCCCn2c(=O)[nH]c3ccccc32)n1	0.6	-5	86	-23	-0.6	-8	-11	3	4
Fc1ccccc1COc1ccc(Br)cc1CNCc1ccncc1	2.2	0	103	28	0.5	1	-8	8	-10
O=C(COC(=O)/C=C/c1ccco1)NCc1ccc2c(c1)OCO2	-0.6	-4	105	-9	-1.8	5	-12	0	-5
COc1ccc(NC(C)=O)cc1S(=O)(=O)NC(Cc1ccccc1)C(=O)O (stereo not drawn)	1.0	-5	77	nt	1.2	-28	2	-1	-1
NNC(=O)c1cncn1-c1ccc(F)cc1	0.5	-5	100	-12	-0.1	-2	-18	-5	0
O=C(N/N=C/c1cn(-c2ccccc2)nc1-c1ccc2c(c1)OCCO2)c1ccncc1	-0.5	-4	78	10	-2.4	-15	-4	0	8
CCc1c(C)c(C#N)c2nc3ccccc3n2c1NCc1ccco1	-1.5	-3	97	28	-2.9	-4	-8	-7	-2
CCn1nnnc1SCC(=O)N1c2ccccc2CCc2ccccc21	0.4	-5	101	23	-0.7	4	-9	-9	1
CCN(CC)C(=O)COc1c(-c2ccco2)oc2ccccc2c1=O	-0.7	-10	99	13	-1.1	4	4	-15	4
Cc1ccc(S(=O)(=O)NC(CC(C)C)C(=O)NCc2ccco2)cc1 (stereo not drawn)	-1.8	-4	87	13	-1.1	-9	-3	4	-3
CCCCc1cc(=O)oc2cc(C)cc(OCC(=O)NCc3cccnc3)c12	-1.1	-2	103	4	-2.4	7	0	-11	-1
COc1ccc(-c2cn(-c3ccc(C)cc3)c(=O)n2CC(=O)Nc2cccc(F)c2)cc1	0.7	-5	78	11	-1.2	-13	-8	-11	5
Cc1ccc(C(=O)Nc2nnc(C)s2)o1	0.8	-2	102	-7	0.6	3	-3	3	1
CN(C)CCCN=Cc1c(-c2ccccc2)[nH]n(-c2nc3ccccc3s2)c1=O	-0.1	-3	119	14	-0.3	1	-3	-9	1

# As a working copy, part of the list above:
structure	V1R ag counter	GalR3 antagonist	MEKK2 WT-MEK5	NALP1 inh	OXTR ag	MEKK2mut PB1 HTS	OXTR potentiator	GPR7 antag	PfM18AAP inh
CC(=O)C1C(c2ccc(Br)cc2)c2c(noc2C)CC1(C)O (stereo not drawn)	0.9	-4	101	-3	-1.2	7	-3	-19	-1
O=c1[nH]cc(NCCNc2ncc(C(F)(F)F)cc2Cl)c(=O)[nH]1	2.1	-1	106	11	-0.6	-1	4	-25	-1
COc1ccccc1NC(=O)c1nnn(Cc2ccccc2)c1NC(=O)C(F)(F)F	1.6	-2	119	0	-0.6	7	-6	25	8
Cc1cc(C)c(S(=O)(=O)NCc2cccnc2)c(C)c1	1.0	-10	105	6	1.3	8	-3	3	13
CC(c1ccccc1)N1CC(C(=O)NC2CCCC2)CC1=O (stereo not drawn)	-0.2	2	100	14	-0.6	1	-2	4	-3
O=C(COc1ccccc1Cc1ccccc1)NCCCN1CCOCC1	1.8	2	103	nt	0.9	0	-14	-9	1
O=C(CSc1nnc(NC(=O)C2CCC2)s1)Nc1ccccc1F	2.3	-8	92	5	0.7	-4	-7	-2	-1
Cc1cc(C)c(C#N)c(SCC(=O)c2cc(C)n(CCc3ccccc3)c2C)n1	1.2	-9	108	16	0.6	6	-1	-8	10
C[n+]1c(-c2ccccc2)sc([S-])c1-c1ccccc1	3.6	-7	nt	nt	-2.2	nt	-5	nt	nt

# (next part)
structure	V1R ag counter	GalR3 antagonist	MEKK2 WT-MEK5	NALP1 inh	OXTR ag	MEKK2mut PB1 HTS	OXTR potentiator	GPR7 antag	PfM18AAP inh
Cc1ccc(C(=O)Nc2ccc(S(=O)(=O)Nc3cnc4ccccc4n3)cc2)cc1	2.3	2	102	22	1.2	1	1	-13	2
O=C(c1cccc(S(=O)(=O)N2CCCC2)c1)N1CCN(c2ccccc2)CC1	0.8	-6	77	3	0.1	-16	0	-1	10
O=C(CN(Cc1ccc(Cl)cc1)C(=O)CN1C(=O)COc2ccccc21)NC1CCCC1	5.6	-12	99	-1	2.0	-1	-12	19	2
CC(=O)c1c(C)[nH]c(C(=O)OCc2c(F)cccc2Cl)c1C	4.7	-6	85	-2	5.7	-11	-4	-11	-2
CCCc1nc(N)nc2c1C(=O)CC(C)(C)C2	2.0	-6	103	2	-0.3	6	-4	5	0
CCOCC(=O)N1CCN(c2ccc(F)cc2)CC1	0.2	2	99	9	0.6	9	-5	-14	12
CCOc1ccccc1C1C(C#N)=C(N)SC(N)=C1C#N	3.7	0	nt	-3	2.3	nt	-10	-8	6
COc1ccc(C2NC(=S)NC3=C2CCc2cc(OC)ccc23)cc1 (stereo not drawn)	-0.2	-6	99	-2	-1.2	-1	-1	-8	0
O=C(NN=C1CCCC1)c1cccc(Br)c1	-0.2	-9	111	5	-0.2	15	-2	-7	3
CCOc1cccc(C(=O)NC2=NCCS2)c1	nt	-2	106	17	nt	8	nt	-10	1
Cc1[nH]c2ccccc2c1/C=C(\C#N)C(=O)NC(C)c1ccccc1 (stereo not drawn)	2.6	-5	nt	-18	4.9	nt	-2	3	6
O=C(CCCCCn1c(=O)[nH]c2ccsc2c1=O)NCc1cccs1	0.0	-2	87	19	-0.8	-2	-12	1	-13
Cn1nnnc1SCC(=O)Nc1ccccn1	0.9	-5	94	1	0.3	-3	-8	-4	-2
CC(=O)N1N=C(c2ccc(C)cc2)CC1c1ccc2c(c1)OCO2 (stereo not drawn)	3.6	2	101	0	1.1	4	-6	-4	6
Cn1c(SCC(=O)c2ccc(-c3ccccc3)cc2)nnc1-c1ccco1	2.7	-5	97	-9	2.0	6	-17	-17	-12
O=C(COc1cccc2ccccc12)Nc1cc(Cl)ccc1C(=O)O	4.4	0	104	-4	1.2	12	1	-16	1
Cc1ccc(S(=O)(=O)NCCSc2nnnn2-c2cc(C)ccc2C)cc1	1.8	-2	105	-6	1.7	3	-19	-8	-2
Cc1nc(NC(=O)c2ccccc2)sc1C1(C)CC(c2ccc(OC(F)(F)F)cc2)=NO1 (stereo not drawn)	2.7	nt	122	nt	4.1	8	-5	nt	nt
CCOCCOC(=O)C1=C(C)N(C)C(=O)NC1c1ccccc1Cl (stereo not drawn)	0.0	-1	0.0*[inhibitor]	-3	-0.5	-19	-5	-4	2
COc1ccc(CNC(=O)C(c2ccncc2)N(C(=O)Cc2cccs2)c2ccccc2)cc1 (stereo not drawn)	nt	6	103	16	nt	0	nt	8	4
CN(Cc1ccc(C(F)(F)F)cc1)C(=O)c1ccc(Oc2ccccc2)cc1	2.7	-10	100	3	-0.7	5	-16	3	5
COc1ccc(COC(=O)C2=C(C)NC(=O)NC2c2ccc(O)cc2)cc1 (stereo not drawn)	-0.1	-7	108	-50	1.2	12	2	-7	4
c1ccc2nc3c(nc2c1)[nH]c1ccccc13	-1.0	-6	105	9	-1.1	4	-20	-1	-3
CCN(C(=O)CSc1nc2nc(C)cc(C)n2n1)c1cccc(C)c1	0.0	-8	102	18	-0.3	1	-10	-13	-8
CS(=O)(=O)Nc1ccc(N2CCCCC2)c(Cl)c1	-0.4	-5	106	16	0.7	6	-4	6	4
Cc1ccc(OCCSc2nc3ccccc3n2CC(=O)O)cc1	1.0	-8	106	6	-0.1	4	1	-7	1
O=C(NC1CCCC1)c1noc2c1CCCCC2	0.3	-4	98	11	-1.5	2	-6	2	-16
CC(C)N(C(=O)Cn1cc(S(=O)(=O)CC(=O)Nc2ccccc2)c2ccccc21)C(C)C	-0.2	-3	100	16	-1.7	4	-3	-2	-14
N#Cc1c2n(c3c(N)ncnc13)CCCCC2	-0.9	-2	98	22	-0.7	-2	-6	-12	-7

# Screening results from PubChem BioAssay.
